Rv3671c inh: Rv3671c (M. tuberculosis) protease inhibition; hit rate 0.048% among 320,000; inhibition, % at 5.96 µM; in the data active = inhibition above about 38%;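 also: extracellular domain of Rv3671c used as enzyme; 0% = enzyme with DMSO and 100% = no enzyme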
Target sequence (P9WHR9 whole entry, looked up, the tested form may be a part): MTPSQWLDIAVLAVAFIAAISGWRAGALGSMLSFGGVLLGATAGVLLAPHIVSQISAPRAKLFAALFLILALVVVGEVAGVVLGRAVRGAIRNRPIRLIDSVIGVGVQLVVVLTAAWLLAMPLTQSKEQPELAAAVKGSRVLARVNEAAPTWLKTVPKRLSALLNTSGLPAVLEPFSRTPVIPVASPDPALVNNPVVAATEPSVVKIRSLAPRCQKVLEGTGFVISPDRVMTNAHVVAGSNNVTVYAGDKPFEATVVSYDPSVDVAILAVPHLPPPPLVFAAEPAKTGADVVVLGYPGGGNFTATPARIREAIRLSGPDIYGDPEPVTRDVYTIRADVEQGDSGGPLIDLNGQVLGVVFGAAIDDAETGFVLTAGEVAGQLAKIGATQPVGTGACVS
SSB-PriA inh: blocks PriA binding to SSB C-terminal tail; AlphaScreen SSBct-PriA binding, biotinylated peptide; inhibition, % at 33 µM; hit rate 0.6% among 430,000; AID 1272365; in the data active = inhibition mostly above about 37%, no sharp cut-off; inactive = mostly below about 20%;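 also: plate controls were negative control peptide for no effect and reference peptide for full effect; strong numbers were not always called active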
Mtb BioA inh: blocks M. tuberculosis BioA enzyme activity; purified M. tuberculosis BioA enzyme, plate reader; inhibition, % at 9.99 µM; hit rate 0.096% among 360,000; AID 602481; in the data active = inhibition above about 40%
SARS 3CLpro inh: SARS-CoV 3CLpro protease inhibition; recombinant SARS-CoV 3CLpro, quenched FRET peptide cleavage; inhibition, % at 6 µM; hit rate 0.14% among 290,000; in the data active = inhibition above about 12%
UGM FP inh: inhibitors of M. tuberculosis UDP-galactopyranose mutase. P9WIQ1. purified UGM, fluorescence polarization probe displacement. inhibition, % at 10 µM. hit rate 0.06% among 320,000; in the data active = inhibition above about 10%, passing the limit was not always enough
Vc quorum ag: induces V. cholerae light production without autoinducers. hit rate 0.16% among 350,000. V. cholerae BH1578 lux reporter, luminescence, 6 h. activation, % at 18.7 µM; in the data active = activation mostly above about 9.7%, no sharp cut-off; also: not every result past the cut was called active; inactives centre near 0; reference of the scale not given here
MazEF act: activators of E. coli MazEF toxin-antitoxin RNase. P0AE70. hit rate 0.32% among 350,000. FAM/BHQ RNA-DNA oligo cleavage fluorescence, 5 h. AID 504720. activation, % at 20 µM; in the data active = activation above about 50%
Target sequence (P0AE70 whole entry, looked up): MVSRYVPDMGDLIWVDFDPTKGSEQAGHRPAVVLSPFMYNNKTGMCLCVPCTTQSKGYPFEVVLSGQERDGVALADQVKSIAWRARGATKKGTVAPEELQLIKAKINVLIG
VHR inh abs: DUSP3 (human) phosphatase inhibition; P51452; recombinant VHR phosphatase, pNPP absorbance; inhibition, % at 13.3 µM; hit rate 0.52% among 290,000; in the data active = inhibition above about 50%; also: some compounds called inactive have numbers as strong as hits
Target sequence (P51452 whole entry, looked up): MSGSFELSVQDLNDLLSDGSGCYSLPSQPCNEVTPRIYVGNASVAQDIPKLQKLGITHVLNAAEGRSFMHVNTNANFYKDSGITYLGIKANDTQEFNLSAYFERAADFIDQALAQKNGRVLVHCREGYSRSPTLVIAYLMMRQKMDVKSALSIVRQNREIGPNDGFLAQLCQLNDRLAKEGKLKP
FBA Mtb inh: Mtb fructose-bisphosphate aldolase inhibition; P9WQA3; purified M. tuberculosis FBA, fluorescence read-out; inhibition, % at 1 µM; hit rate 2.3% among 360,000; AID 588726; in the data active = inhibition above about 27%;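 also: 0% = vehicle and 100% = reference inhibitor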
Target sequence (P9WQA3 whole entry, looked up): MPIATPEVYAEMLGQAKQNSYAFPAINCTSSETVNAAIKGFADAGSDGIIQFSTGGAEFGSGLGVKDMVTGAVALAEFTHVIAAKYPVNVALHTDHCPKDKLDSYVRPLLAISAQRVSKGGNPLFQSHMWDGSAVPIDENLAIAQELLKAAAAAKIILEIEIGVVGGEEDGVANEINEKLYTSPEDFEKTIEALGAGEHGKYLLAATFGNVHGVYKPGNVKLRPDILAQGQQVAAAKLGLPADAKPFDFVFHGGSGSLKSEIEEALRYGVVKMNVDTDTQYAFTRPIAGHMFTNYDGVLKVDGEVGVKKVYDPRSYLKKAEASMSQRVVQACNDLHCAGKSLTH
GDH-TPI counter: inhibits GDH-TPI coupling enzymes, artifact for Mtb FBA screen | AID 588335 | inhibition, % at 4.8 µM | hit rate 1.2% among 360,000 | GDH-TPI coupled enzyme counterscreen, NADH absorbance; in the data active = inhibition above about 30%;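 also: 0% = DMSO wells and 100% = wells lacking the enzyme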
* marks the source's active call; other numbers are inactive results; i = inactive; x = not tested or not shown; & = joins results of further samples.

Results follow in this order: Rv3671c inh	SSB-PriA inh	Mtb BioA inh	SARS 3CLpro inh	UGM FP inh	Vc quorum ag	MazEF act	VHR inh abs	FBA Mtb inh	GDH-TPI counter
- COC(=O)c1ccc(NC(=O)CSc2ccccn2)cc1
 : -4	-9	-1.7	11	2.4	i	-7	30	3	2
- CC1CN(S(=O)(=O)c2cccc(C(=O)Nc3ccccc3N3CCCCC3)c2)CC(C)O1 (configuration not stated)
 : 1	-2	-1.0	x	-1.3	-1.2	-1	x	1	-4
- CC(C)C[C@H](NC(=O)[C@H](Cc1ccccc1)n1c(=O)[nH]c2ccccc2c1=O)C(=O)N1CCC[C@@H]1C(=O)O
 : 0	-4	-1.2	3	-0.5	-0.8	10	33	2	7
- COc1cc(/C=C(/C(=O)c2cccs2)c2nc3ccccc3[nH]2)cc(OC)c1O
 : 3	11	0.8	0	0.0	-0.3	10	-5	-12	43*
- O=C(O)CCSSCCC(=O)O
 : -8	-2	-1.1	x	1.8	-0.3	0	x	-1	-1
- CN(C)CCCNc1nc2cc(-c3cccc(C(F)(F)F)c3)sc2c(=O)n1C
 : x	x	0.4	x	x	-0.4	x	x	9	11
- CC(=O)c1ccc(NC(=S)NC(=O)Cc2ccc(Cl)cc2)cc1
 : 4	-6	1.9	3	-1.2	-0.8	-92	-7	1	0
- Cc1ccc(CNCc2cccnc2)s1
 : -8	-9	0.0	1	0.4	-0.9	-12	25	-3	2
- CN1CCN(NC(=O)c2cccc3ccccc23)CC1
 : -2	-7	-0.1	0	-2.4	-3.1	-8	21	1	-1
- CC(Oc1ccc2oc3ccccc3c2c1)C(=O)NC12CC3CC(CC(C3)C1)C2 (configuration not stated)
 : 0	-14	x	9	-2.2	-0.3	-3	9	-1	13
- CCN(CC)S(=O)(=O)N1CCC(C(=O)NC2CCCC2)CC1
 : 3	-14	1.6	6	-0.1	i	0	3	2	11
- Cc1onc(-c2ccccc2)c1C(=O)N1CCCc2ccccc21
 : -3	-15	-0.9	2	-2.1	-0.4	-3	5	-2	6
- Cc1ccc(NC(=O)NNC(=O)c2cccs2)cc1
 : -3	-10	0.0	2	-1.9	0.0	-3	16	-1	-1
- CCOc1ccc(NC(=O)c2ccc(-n3cccn3)nc2)cc1
 : -2	-11	x	3	-0.2	-0.6	-10	12	1	9
- Cc1cc(C(=O)O)cc(S(=O)(=O)Nc2ccccc2C(=O)NC2CC2)c1C
 : x	-3	-0.7	x	x	1.4	2	x	1	3
- COc1ccc(-c2csc(C3=C(O)CN(C(C)C)C3=N)n2)cc1OC
 : 2	-7	-2.6	-6	1.3	i	0	24	3	11
- Cc1ccc(C(C(=O)NC(C)(C)C)N(Cc2cccs2)C(=O)c2csnn2)cc1 (configuration not stated)
 : 6	-31	-0.9	-1	-4.8	i	1	x	0	2
- Cc1ccc(OCC(=O)Nc2ccc(C)c(F)c2)c([N+](=O)[O-])n1
 : x	4	-0.6	x	x	5.0	8	x	0	-1
- NC(c1csc(Nc2ncccn2)n1)C1CCCCC1 (configuration not stated)
 : x	x	-0.1	x	x	-0.7	x	x	1	15
- CCCOc1ccc(N2C(=O)CC(N(CCc3ccc(OC)c(OC)c3)C(=O)c3ccccc3)C2=O)cc1 (configuration not stated)
 : -3	-8	x	1	3.5	-0.3	5	-13	2	6
- CN1C(=O)C(C)(C)c2cc(S(=O)(=O)NCC3CCC(C(=O)NC4CCCCC4)CC3)ccc21 (configuration not stated)
 : -5	-17	-0.8	-2	0.2	-0.3	-2	24	3	5
- COCCNC(C(=O)Nc1ccc(C)cc1[N+](=O)[O-])c1ccccc1 (configuration not stated)
 : 6	23	-0.7	0	-0.3	i	3	25	-3	0
- O=C(CCNC(=O)C1CCN(S(=O)(=O)c2ccccc2)CC1)NCc1ccc(Cl)c(Cl)c1
 : -6	-19	-0.3	-1	1.4	i	2	-9	0	8
- COc1ccc(CNC(=O)Nc2ccc(OC)cc2)cc1
 : -7	-2	-1.4	-4	-2.2	-4.2	3	15	0	1
- O=C(Nc1ccccc1F)Nc1ccc([N+](=O)[O-])cc1Cl
 : -5	1	x	2	1.7	i	10	8	-1	8
- Cc1ccc2nc(NC(=O)c3ccc(-c4nc5ccccc5s4)s3)sc2c1
 : -15	-15	-1.1	2	3.8	-0.2	-30	15	3	-7
- COCCNC(=O)c1ccccc1-c1ccccc1C(=O)O
 : 7	2	-0.2	-2	-2.4	-0.3	-3	6	0	8
- O=C(NCc1ccccn1)c1cc(-c2ccc(Cl)cc2)oc1C(F)(F)F
 : -9	0	-1.0	1	-2.9	-0.6	-2	16	1	4
- COC1CCCN(C(=O)c2ccc(OC3CCN(S(=O)(=O)N(C)C)CC3)cc2)C1 (configuration not stated)
 : 1	-14	-1.2	3	-0.7	i	6	-3	4	-7
- COc1ccc(NC(=O)c2sc(-c3ccccc3)nc2C)c(OC)c1
 : -1	-5	0.1	1	0.0	-0.6	2	-15	3	12
- CCCOc1ccccc1C1NC(=O)NC(C)=C1C(=O)OCc1ccccc1 (configuration not stated)
 : -9	8	-0.7	5	0.3	-7.1	-6	-10	-1	8
- NS(=O)(=O)c1ccc(NC(=O)c2cccc3ccccc23)cc1
 : 1	-4	-1.6	-2	0.3	-0.3	9	-3	-5	2
- CC(=O)c1c(C)[nH]c(C(=O)OCC(=O)Nc2cc(S(=O)(=O)N3CCCCC3)ccc2C)c1C
 : -15	-10	-1.9	-4	-3.8	-0.6	10	2	0	8
- O=c1c2ccccc2nc2n1C(CSc1ccc(Br)cc1)CN2 (configuration not stated)
 : -4	-2	4.8	6	4.2	-0.3	13	27	0	4
- N#CC(=C=[N-])c1nc2ccccc2nc1-[n+]1cccc(NC(=O)c2ccccc2)c1
 : -4&-10	-13	x	-8&-5	2.0&2.3	-0.5	4	1&6	-1	13
- CCCCc1nnc(NC(=O)Cn2cnc3ccccc3c2=O)s1
 : 0	-3	x	0	-0.5	-0.7	2	10	0	2
- COc1ccc(N(C)S(=O)(=O)c2cccc(C(=O)Nc3nc(C)c(C(C)=O)s3)c2)cc1
 : -30	-1	1.6	x	0.3	i	-1	x	3	16
- C(=C\c1nnc2c3ccccc3ncn12)/c1ccccc1
 : -17	-6	x	0	0.5	-0.3	2	8	7	8
- Cc1cc(NC(=O)CSc2ccc(-c3ccc(Br)cc3)nn2)no1
 : -8	-15&4&-15	-1.7	-4	-0.3	-0.3	-11	5	-1	-2
- Cc1ccc(C(=O)NCC(=O)N(C)Cc2cccc(F)c2)s1
 : x	-7	-0.8	x	x	i	-6	x	7	8
- CC(NC(=O)c1cnccn1)c1ccc(S(N)(=O)=O)cc1 (configuration not stated)
 : -14	-14	x	3	0.3	-0.4	11	14	0	8
- CN1C(=O)C2(C(C#N)=C(N)Oc3c2oc(CO)cc3=O)c2ccccc21 (configuration not stated)
 : -3	3	0.4	-5	1.0	i	5	6	-1	2
- C/C(=N\N1CCCCC1c1cccnc1)c1c(O)n(C2CCCCC2)c(=S)[nH]c1=O (configuration not stated)
 : -23	x	x	3	1.8	0.3	-67	11	-2	18
- Cc1cccc(-c2ccc3c(c2)C2CC3CCN2C)c1 (configuration not stated)
 : x	7	2.9	x	x	-0.5	2	x	1	0
- Clc1ccc2[nH]c(-c3ccccc3)cc2c1
 : -7	-41	-0.6	-3	0.5	i	13	14	9	6
- Cc1cc(Nc2ccccc2)n(C(=O)c2ccc(N)cc2)n1
 : 5	9	0.0	6	-1.1	-4.5	-8	-14	0	27
- CCCNC(=O)Nc1nc2ccccc2s1
 : 0	-1	x	-2	2.7	-0.2	4	7	4	-1
- O=C(CN1C(=O)C2CC=C(Cl)CC2C1=O)NCc1ccccc1 (configuration not stated)
 : 5	-4	-4.6	-1	1.4	-0.4	-14	12	4	0
- CS(=O)(=O)N(CC(=O)Nc1ccccc1Sc1ccccc1)C1CCCCC1
 : -7	-7	-0.7	-2	0.1	3.8	-13	-6	0	5
- CC12CCC(=O)N1C(C(=O)Nc1ccc(S(=O)(=O)N3CCCCC3)cc1)CS2 (configuration not stated)
 : -2	-25	x	x	-0.2	-5.6	3	x	-1	-5
- CC(=O)Nc1ccc(S(=O)(=O)N(C)CC(=O)NC2CCCC(C)C2C)cc1 (configuration not stated)
 : -8	-17	x	x	-0.7	-5.7	0	x	3	1
- CC(C)(C)c1ccc(C(=O)N2CCCCCC2=O)cc1
 : 6	3	-0.6	3	0.9	6.7	-2	-5	0	1
- CCOC(=O)/C=C/C(=O)N1CCN(C(=O)/C=C/C(=O)OCC)CC1
 : -7	1	2.3	1	-2.5	i	3	18	3	-5
- Cc1nc2ccc(NC(=O)N3CCSCC3)cc2nc1C
 : 11	-1	x	-21	-1.3	i	-2	-8	26	14
- C=C(C)CNC(=O)CCc1nnc(Cc2cccc(C(F)(F)F)c2)o1
 : -8	-7	x	3	0.4	-0.3	-3	48	0	4
- COc1cccc(C(C)(O)c2nc(-c3cccc(C(F)(F)F)c3)cs2)c1 (configuration not stated)
 : x	x	-1.5	x	x	i	x	x	0	5
- Cn1cnnc1SCC(=O)Nc1ccc2nc(SCc3ccccc3F)sc2c1
 : -29	-4	0.2	-4	-0.4	i	2	27	-5	2
- COc1ccc(C/C(N)=N/OC(=O)C(c2ccccc2)c2ccccc2)cc1OC
 : -49	x	x	3	-0.5	-1.2	-3	8	2	11
- COc1cc(OC)c(N(C)S(=O)(=O)c2cccc(C(=O)OCC(=O)c3c[nH]c4ccccc34)c2)cc1Cl
 : -138	6	-1.2	2	-0.1	-0.2	-14	-10	-2	11
- Cc1cc(C)nc(NC(N)=S)n1
 : -3	1	-2.1	2	x	-0.3	9	34	3	-5

Limited to Rv3671c inh, GDH-TPI counter and SSB-PriA inh (three entries from above):
| SMILES | Rv3671c inh | GDH-TPI counter | SSB-PriA inh |
| --- | --- | --- | --- |
| Cc1cccc(-c2ccc3c(c2)C2CC3CCN2C)c1 (configuration not stated) | x | 0 | 7 |
| Clc1ccc2[nH]c(-c3ccccc3)cc2c1 | -7 | 6 | -41 |
| Cc1cc(Nc2ccccc2)n(C(=O)c2ccc(N)cc2)n1 | 5 | 27 | 9 |

The list goes on.
Results follow in this order: Rv3671c inh	SSB-PriA inh	Mtb BioA inh	SARS 3CLpro inh	UGM FP inh	Vc quorum ag	MazEF act	VHR inh abs	FBA Mtb inh	GDH-TPI counter
- NNC(=O)c1oc2nc(-c3cccs3)cc(-c3ccco3)c2c1N
 : -2	x	-2.2	-2	1.2	-0.5	x	-35	3	28
- Cc1cc(C)c(S(=O)(=O)Nc2ccc(-c3cn4ccccc4n3)cc2)c(C)c1
 : -7	11	0.8	1	2.5	i	-3	16	7	8
- CCCc1cc(=O)oc2cc(OCc3ccc(OC)cc3)c(Cl)cc12
 : -9	-12	-0.9	-3	0.5	i	-10	0	5	9
- O=C1NC(NS(=O)(=O)c2ccccc2)(C(F)(F)F)C(=O)N1c1cccc(Cl)c1 (configuration not stated)
 : -9	2	8.3	-1	3.7	0.2	-3	-37	4	5
- CCN(c1ccccc1)C1(O)C(=O)c2ccccc2C1=O
 : 4	-24	x	0	0.1	-0.8	-6	-5	0	-1
- CC(=O)CCS(=O)(=O)c1ccc(NC(C)=O)cc1
 : -7	-3	-1.2	-7	1.2	i	16	-21	1	-6
- CCC(NC(=O)CN1CCN(C(=O)c2cccs2)CC1)c1ccc(C)cc1 (configuration not stated)
 : 8	3	-0.6	x	0.4	-0.8	1	x	1	-14
- Cc1cccc(C)c1NC(=O)C(c1cccs1)N(Cc1ccco1)C(=O)Cn1nnc2ccccc21 (configuration not stated)
 : 1	-6	-0.5	4	-1.5	-0.7	3	-2	0	-5
- CCSC1=C(C#N)C(c2ccccc2C)CC(=O)N1 (configuration not stated)
 : -2	-8	-4.0	5	3.2	-0.5	-2	13	2	11
- CC1(Oc2ccc(Cl)cc2)CCN(Cc2ccc(-c3ccccn3)cc2)C1 (configuration not stated)
 : x	x	-0.2	x	x	-0.5	x	x	1	7
- CC(C)C(=O)N(Cc1cc2ccccc2[nH]c1=O)C(C)(C)C
 : -4	-4	0.4	2	-2.5	-7.7	0	-3	-6	15

An excerpt; count on the stated rates, not on these rows.
